Source: PubChem
Abs 340nm – compound light absorbance at 340 nm, profiling panel, artefact control, biochemical, MLSMR library, data from PS, PMK, MK assays; compound absorbance at 340 nm, fold over control; fold change at 10 µM; 65,000 tested, under 10 active;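 active = at 10 µM dose, initial 340 nm absorbance at least 2 fold that of control wells; inactive = change under 2 fold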;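 also: initial absorbance extrapolated from kinetic A340 decline of NADH oxidation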
HEK293 NFkB inh – inhibitors of PMA/ionomycin-induced NF-kB reporter, primary screen, antigen receptor NF-kB inhibitor project, cell-based, HEK-293 luciferase reporter, luminescence; inhibition, % at 3 µM; HEK-293 NF-kB luciferase reporter; 0.21% of 62,000 active;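 active = inhibition above the mean of all tested compounds plus 3 SD, cut at about 40% in these data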;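 also: 0% = stimulated DMSO wells and 100% = 10 µM reference inhibitor 5653914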
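Reagent: PMA plus ionomycin mix as NF-kB-activating stimulus. Assay system: NF-kB luciferase reporter HEK-293 cells. Technique: luminescence from luciferase substrate reagent. Incubation: 1 h compound pre-incubation, 16 h PMA/ionomycin at 37 °C. Benchmarks: DMSO only as uninhibited control, 10 µM reference inhibitor as full inhibition. Repeats: tested once.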
PKA kinase inh – inhibitors of human PKA kinase activity, primary screen, biochemical, ATP-depletion luminescence, Kemptide substrate; cAMP-dependent protein kinase catalytic subunit alpha (Homo sapiens), P17612; 0.1% of 65,000 active; inhibition, % at 6 µM; AID 524, 2006; PKA Kemptide phosphorylation, Kinase-Glo ATP luminescence;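 active = inhibition above the screen-wide mean inhibition plus 3 SD, cut at about 21% in these data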; also: many of its hits are not listed in these tables
MMP13 inh – human MMP13 inhibitors, primary screen, biochemical, FRET peptide cleavage. Collagenase 3 (Homo sapiens), P45452. MMP-13 fTHP FRET cleavage, Mca fluorescence. inhibition, % at 4 µM. 0.07% of 65,000 active;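 active = inhibition above the mean of compound-free control plate wells plus 3 SD, cut at about 14% in these data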;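 also: 0% = DMSO wells and 100% = wells with reference MMP-13 inhibitor after basal subtraction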
ROCK2 inh – inhibitors of human ROCK2 kinase, primary screen, biochemical, high-throughput, luminescence; purified ROCK2, Kinase-Glo ATP depletion luminescence; inhibition, % at 6 µM; Rho-associated protein kinase 2 (Homo sapiens), O75116; 0.35% of 60,000 active; AID 604, 2007;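 active = inhibition above the screen-wide mean inhibition plus 3 SD, cut at about 18% in these data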;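 also: plate controls were DMSO wells for no effect and Y-27632 control wells after no-enzyme background subtraction for full effect; many of its hits are not listed in these tables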
Target sequence (O75116 whole entry, looked up): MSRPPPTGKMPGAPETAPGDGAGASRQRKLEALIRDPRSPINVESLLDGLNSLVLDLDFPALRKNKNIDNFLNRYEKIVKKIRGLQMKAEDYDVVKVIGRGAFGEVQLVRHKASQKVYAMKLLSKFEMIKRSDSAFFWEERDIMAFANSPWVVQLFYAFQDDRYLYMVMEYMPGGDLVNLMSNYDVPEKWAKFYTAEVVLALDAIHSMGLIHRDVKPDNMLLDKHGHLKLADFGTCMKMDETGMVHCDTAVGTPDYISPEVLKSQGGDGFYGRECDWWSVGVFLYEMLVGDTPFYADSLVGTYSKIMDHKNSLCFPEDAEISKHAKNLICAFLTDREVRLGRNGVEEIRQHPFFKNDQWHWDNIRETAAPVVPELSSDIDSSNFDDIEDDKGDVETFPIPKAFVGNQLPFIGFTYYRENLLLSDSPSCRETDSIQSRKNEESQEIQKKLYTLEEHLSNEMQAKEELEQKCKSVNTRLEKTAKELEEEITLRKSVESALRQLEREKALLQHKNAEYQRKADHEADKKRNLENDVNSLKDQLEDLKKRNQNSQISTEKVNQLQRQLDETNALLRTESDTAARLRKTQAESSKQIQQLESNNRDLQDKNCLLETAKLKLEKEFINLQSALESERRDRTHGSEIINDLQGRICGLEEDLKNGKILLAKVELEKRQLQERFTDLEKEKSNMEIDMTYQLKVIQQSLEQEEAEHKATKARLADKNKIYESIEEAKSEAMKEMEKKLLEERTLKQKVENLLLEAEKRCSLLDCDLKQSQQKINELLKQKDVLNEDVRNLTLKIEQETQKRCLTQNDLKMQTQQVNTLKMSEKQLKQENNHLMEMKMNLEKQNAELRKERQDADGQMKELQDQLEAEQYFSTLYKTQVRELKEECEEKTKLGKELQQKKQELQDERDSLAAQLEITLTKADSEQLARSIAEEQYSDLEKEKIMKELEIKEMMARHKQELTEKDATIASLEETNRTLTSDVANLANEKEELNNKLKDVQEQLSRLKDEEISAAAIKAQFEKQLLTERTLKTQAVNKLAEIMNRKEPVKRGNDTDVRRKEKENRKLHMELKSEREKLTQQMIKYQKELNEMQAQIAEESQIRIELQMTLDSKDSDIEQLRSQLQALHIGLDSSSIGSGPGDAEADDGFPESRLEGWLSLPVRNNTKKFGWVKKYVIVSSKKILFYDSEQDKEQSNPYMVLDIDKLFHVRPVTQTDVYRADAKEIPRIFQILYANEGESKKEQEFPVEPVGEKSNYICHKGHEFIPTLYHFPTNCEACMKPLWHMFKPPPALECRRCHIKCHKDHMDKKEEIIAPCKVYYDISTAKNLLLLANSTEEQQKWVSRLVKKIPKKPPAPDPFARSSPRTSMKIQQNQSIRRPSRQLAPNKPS
JNK3 inh – JNK3 kinase activity inhibitors, primary screen, biochemical, human, purified enzyme; inhibition, % at 8 µM; AID 746, 2007; HTS; 0.61% of 60,000 active; in the data active = inhibition above about 17%;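 also: 0% = DMSO and 100% = reference inhibitor; many of its hits are not listed in these tables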
Autofluor 339 – intrinsic fluorescence of library compounds, ex339/em460 – biochemical, MLSMR library, data from DPM-DC assay, artefact control, profiling panel; compound autofluorescence, ex339/em460 nm, NADH buffer; stronger effect = higher value; 1 = no-compound wells, NADH background; fluorescence fold increase at 10 µM; 5.5% of 65,000 active; AID 709, 2007;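 active = at 10 µM, mean starting fluorescence two-fold or more over control wells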;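 also: signal is the first read of a kinetic run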
NADH coupling – inhibitors of PK/LDH coupling enzymes, profiling panel, artefact control, biochemical, MLSMR library | coupled PK/LDH NADH assays, four targets | IC50, µM (series often up to 10 µM), for the others: at the top dose inhibition | 0.02% of 65,000 active;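 active = single-dose screening hits from any of four coupled enzyme assays that gave an IC50 when retested across doses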;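 also: the DPM-DC format reads NADH fluorescence rather than 340 nm absorbance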
Ecoli tolC – growth inhibitors of E. coli tolC mutant, primary screen, strain BW25113 ΔtolC::kan, 384-well; OD615; growth inhibition, % at 10 µM (by protocol); 2.2% of 65,000 active; AID 573, 2007;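 active = growth inhibition at or above a cutoff equal to the mean over every tested compound plus 3 SD, cut at about 60% in these data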;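 also: growth measured after 20 h incubation at 37 °C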
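Doses: one dose of 10 µM final / Material: E. coli BW25113 ΔtolC::kan, tolC deletion mutant strain / Buffer or medium: LB with kanamycin 50 µg/mL / Evaluation: percent growth inhibition / Detection: optical density read at 615 nm / Incubation: 37 °C, 20 h exposure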
Starred values were filed as active, the others as inactive; · = not tested or not shown; [ ] = another dose, or the depositor's remark.

entry	SMILES	Abs 340nm	HEK293 NFkB inh	PKA kinase inh	MMP13 inh	ROCK2 inh
1	Cc1ccc(S(=O)(=O)CC(C)N2CCOCC2)c(S(=O)(=O)CC(C)N2CCOCC2)c1 (stereo unspecified)	1	5	10	3	5
2	CCCc1nc2ccccc2c(C(=O)OCc2nnc(-c3cc(OC)c(OC)c(OC)c3)o2)c1CC	1	11	2	-3	-1
3	COc1ccc(C(=O)Nc2ccc(S(=O)(=O)NC(C)=O)cc2)cc1	0.97	14	8	-4	3
4	O=C1CCc2cc(S(=O)(=O)N3CCC(C(=O)NCc4ccccn4)CC3)ccc2N1	0.99	0	4	-20	4
5	O=C(COC(=O)Cn1[nH]c(=O)c2ccccc2c1=O)Nc1ccc2c(c1)OCO2	1	1	-2	1	0
6	Nc1nonc1/C(=N/O)N1CCN(CCO)CC1	1	19	-1	-5	-1
7	CCN(CC)C(=O)c1ccc2c(c1)N(Cc1ccccc1)C(=O)CS2=O (stereo unspecified)	1.1	2	5	-1	4
8	COc1cc(-c2c(C#N)c(N)nc3c2CCCC3)ccc1O	1	5	12	0	7
9	CN(CCC(=O)Nc1ccc2c(c1)OCO2)Cc1ccccc1	0.98	14	2	5	2
10	Cc1ccc(N(CC(=O)Nc2ccc3c(c2)OCCO3)S(=O)(=O)c2c(C)n[nH]c2C)cc1	1	13	4	0	-2

entry	JNK3 inh	Autofluor 339	NADH coupling	Ecoli tolC
1	-4	1.1	3%	-10
2	5	1.1	7%	25
3	0	1	2%	-5
4	-1	1.1	2%	-11
5	6	1.1	5%	2
6	-2	1.1	3%	-5
7	-6	1.1	4%	-13
8	12	1.1	4%	8
9	1	1.2	19%	-10
10	-5	1.1	4%	1

Nothing new here: an excerpt of the list.
entry	SMILES	Abs 340nm	HEK293 NFkB inh	PKA kinase inh	MMP13 inh	ROCK2 inh
1	Cc1ccc(S(=O)(=O)CC(C)N2CCOCC2)c(S(=O)(=O)CC(C)N2CCOCC2)c1 (stereo unspecified)	1	5	10	3	5
2	CCCc1nc2ccccc2c(C(=O)OCc2nnc(-c3cc(OC)c(OC)c(OC)c3)o2)c1CC	1	11	2	-3	-1
3	COc1ccc(C(=O)Nc2ccc(S(=O)(=O)NC(C)=O)cc2)cc1	0.97	14	8	-4	3
4	O=C1CCc2cc(S(=O)(=O)N3CCC(C(=O)NCc4ccccn4)CC3)ccc2N1	0.99	0	4	-20	4

entry	JNK3 inh	Autofluor 339	NADH coupling	Ecoli tolC
1	-4	1.1	3%	-10
2	5	1.1	7%	25
3	0	1	2%	-5
4	-1	1.1	2%	-11

Results in sequence from the list:
Nos. 2 to 9 in NADH coupling: 7%, 2%, 2%, 5%, 3%, 4%, 4%, 19%
Nos. 2 to 9 in ROCK2 inh: -1, 3, 4, 0, -1, 4, 7, 2
Nos. 2 to 9 in Ecoli tolC: 25, -5, -11, 2, -5, -13, 8, -10

Further results.
entry	SMILES	Abs 340nm	HEK293 NFkB inh	PKA kinase inh	MMP13 inh	ROCK2 inh
11	O=C(O)c1ccccc1SCC(=O)N1CCCCC1	1	15	0	-4	1
12	CCOC(=O)c1ccc(NS(=O)C23CC4CC(CC(C4)C2)C3)cc1 (stereo unspecified)	1	11	4	-2	4
13	COc1ccccc1C1CC(=O)NC(C)=C1C(=O)OCC1CCCO1 (stereo unspecified)	1	-5	6	2	8
14	CC(Oc1ccccc1)C(=O)Nc1ccc(S(=O)(=O)NCC2CCCO2)cc1 (stereo unspecified)	1	4	6	3	2
15	CCCNC(=O)CC1Sc2ccccc2NC1=O (stereo unspecified)	1.1	11	-3	1	-1
16	CN(C#N)c1nc(N2CCOCC2)nc(N2CCOCC2)n1	1	19	12	-2	7
17	COC(=O)Nc1ccc(OC)c(OC)c1	1.1	13	9	7	4
18	CCCCN(C)C(=O)C1CCN(C/C(C)=C/c2ccccc2)CC1	1	7	9	1	7
19	O=C(c1ccc2c(c1)OCCO2)C1CCN(S(=O)(=O)c2cccc(F)c2)CC1	1	7	4	0	-1
20	Cc1cc(C)c(C)c(OCCOCCN2CCOCC2)c1	1	3	5	-4	5

entry	JNK3 inh	Autofluor 339	NADH coupling	Ecoli tolC
11	-1	1.1	0%	-22
12	4	1.1	3%	30
13	1	1.1	3%	8
14	-5	1.1	2%	2
15	5	1.2	4%	-7
16	0	1	1%	-13
17	5	1.1	1%	-9
18	8	1.1	3%	-18
19	-4	1.1	4%	29
20	0	1.1	1%	0

New compounds follow.
entry	SMILES	Abs 340nm	HEK293 NFkB inh	PKA kinase inh	MMP13 inh	ROCK2 inh
21	c1ccc(-c2n[nH]c3ccccc23)cc1	1	10	9	-4	-6
22	CCOc1ccccc1-c1nc(C(N)=O)c2[nH]c(=O)n(-c3ccccc3)c2n1	1.1	-13	7	-7	5
23	CCc1ccc(C(=O)Nc2ccc(S(=O)(=O)Nc3nc(C)cc(C)n3)cc2)o1	1.1	-1	7	0	11
24	O=C(COC(=O)CCNS(=O)(=O)c1ccc2c(c1)OCCO2)NC1CCCc2ccccc21 (stereo unspecified)	1	14	-1	-6	0
25	COc1ccccc1N1CCN(C(=O)C2c3ccccc3Oc3ccccc32)CC1	1	20	4	1	3
26	O=C1COc2ccc(C(=O)CSc3nnnn3-c3ccccc3)cc2N1	1	15	8	4	3
27	CCOC(=O)c1ccc(N2C(=O)c3n[nH]c(C)c3C2c2ccc(O)cc2)cc1 (stereo unspecified)	1	20	5	-2	1
28	COc1ccc(C2c3sc(=O)[nH]c3SC3C(=O)N(c4ccccc4)C(=O)C32)cc1 (stereo unspecified)	1	12	9	-1	4
29	Cn1c(SCC(=O)NC(C)(C)C)nc(O)cc1=O	1	-4	2	-1	6
30	CCC(=O)Oc1ccc2c(C)cc(=O)oc2c1C	0.98	10	10	-25	7

entry	JNK3 inh	Autofluor 339	NADH coupling	Ecoli tolC
21	84*	1.1	2%	11
22	5	3*	8%	8
23	-2	1.1	5%	-6
24	3	1.1	1%	1
25	-2	1.1	6%	15
26	0	1.1	3%	-17
27	7	1.1	2%	16
28	10	1.1	1%	1
29	-2	1.1	6%	-9
30	3	2.1*	5%[fluoresces]	5

The list goes on.
entry	SMILES	Abs 340nm	HEK293 NFkB inh	PKA kinase inh	MMP13 inh	ROCK2 inh
31	COc1ccc(-n2ncc3c(N(C)C4CCCCC4)ncnc32)cc1	1	46*	-2	-18	0
32	Cc1nnc(SCc2nc3ccccc3[nH]2)s1	1	·	5	-4	2
33	O=C1C2C3C=CC(C3)C2C(=O)N1c1cccc(-c2nc3ccccc3o2)c1 (stereo unspecified)	0.97	21	7	-4	8
34	O=C(CSc1nc2ccccc2o1)NCc1ccc2c(c1)OCO2	1	10	1	3	4
35	Cc1ccc(S(=O)(=O)N2Cc3ccccc3CC2C(=O)Nn2cnnc2)cc1 (stereo unspecified)	1	18	0	2	0
36	Cc1ccc(C)c(Cn2nnc3c(=O)[nH]c(C4CCN(C(=O)c5cccs5)CC4)nc32)c1	1	17	14	2	·
37	CN1CC(=O)N(CC(=O)NCCc2ccc(F)cc2)c2ccccc2C1=O	1	15	-1	3	-3
38	COCc1nnc(SCC(=O)Nc2cccc(Cl)c2C)n1-c1ccccc1	0.99	15	3	2	4
39	COC(=O)c1cc(NS(=O)(=O)c2ccc3c(c2)CCC(=O)N3)cc(C(=O)OC)c1	0.98	3	8	-5	6
40	O=C(c1noc2c1CCCC2)N1CCN(c2ccc(F)cc2)CC1	1	14	5	-14	0

entry	JNK3 inh	Autofluor 339	NADH coupling	Ecoli tolC
31	6	1.1	2%	76*
32	-1	1.1	3%	14
33	9	1.1	2%	-10
34	6	1	4%	20
35	-6	1.1	1%	3
36	·	1.1	6%	64*
37	-5	1	2%	-19
38	1	1.1	0%	-1
39	3	1.5	7%	8
40	6	1.1	1%	-1

Other entries follow:
entry	SMILES	Abs 340nm	HEK293 NFkB inh	PKA kinase inh	MMP13 inh	ROCK2 inh
41	CN1CCN(c2nc3c(c(=O)[nH]c(=O)n3C)n2Cc2cccc3ccccc23)CC1	1	16	7	1	2
42	CSc1ccc2[nH]c(=O)cc(C)c2c1	1	11	8	-31	8
43	CCCOc1ccc(NC(=O)c2c(-c3ccccc3)noc2C)cc1	1.1	18	2	-8	0
44	Cc1sc2nc(SCC(=O)OC(C)C)n(C)c(=O)c2c1C	1.1	21	2	-5	·
45	CCOc1ccc(NC(=O)Cn2nnc(-c3ccccc3F)n2)cc1	0.98	7	3	0	6
46	Cc1ccc(-n2ncc3c(N4CCC(C(N)=O)CC4)ncnc32)c(C)c1	1	·	-2	-11	-16
47	CC(C)(C)NC(=O)Cn1nnc(-c2ccc(Cl)cc2)n1	1.1	4	10	-1	1
48	CC(NCc1ccco1)C(=O)N1CCc2ccccc2C1 (stereo unspecified)	1	10	6	-6	2
49	O=C(COC(=O)CCCNC(=O)c1ccc(Cl)cc1)NC1CC1	1	4	8	3	-2
50	Nn1c(SCc2csc(-c3ccccc3)n2)nnc1-c1cccs1	1	8	10	-1	0

entry	JNK3 inh	Autofluor 339	NADH coupling	Ecoli tolC
41	-3	1.1	1%	-9
42	5	3.8*	2%[fluoresces]	10
43	-5	1.1	4%	-5
44	·	1.1	2%	0
45	-1	1	3%	8
46	-7	1.1	2%	-1
47	-7	1.1	1%	-5
48	6	1	7%	-17
49	10	1	4%	-6
50	5	1.1	3%	-4

Additional records:
entry	SMILES	Abs 340nm	HEK293 NFkB inh	PKA kinase inh	MMP13 inh	ROCK2 inh
51	COC(=O)c1c(NC(=O)CN2CCC(C(N)=O)CC2)c2c(C)cccc2n1C	1	-2	4	0	5
52	COc1ccc(Br)c(C(=O)Nn2c(C)nc3ccccc3c2=O)c1	1	-6	8	4	5
53	Cc1cc(Cl)c(S(=O)(=O)Nc2ccc3c(c2)OCO3)cc1OCC(N)=O	1	8	12	1	8
54	COCCCN1C(=O)C(=O)/C(=C(/O)c2ccc3c(c2)CC(C)O3)C1c1cccnc1 (stereo unspecified)	1.1	7	-3	1	-3
55	CCN(Cc1nc2cc(OC)c(OC)cc2c(=O)[nH]1)C(=O)c1ccc(S(=O)(=O)N(C)C)cc1	0.98	18	2	-3	1
56	CCCN1C(=O)c2ccc(C(=O)Nc3cc(C)on3)cc2C1=O	1	8	6	-1	8
57	c1ccc(-c2csc(Nc3cccnc3)n2)nc1	1	-4	-6	6	2
58	CCN(CC)S(=O)(=O)c1csc(C(=O)NCc2ccccc2)c1	1	8	5	7	·
59	NC(=O)c1nsc(C(=O)N(CCc2ccccc2)C(C(=O)NC2CCCC2)c2ccco2)c1N (stereo unspecified)	1	21	-3	-16	-1

entry	JNK3 inh	Autofluor 339	NADH coupling	Ecoli tolC
51	-3	1.2	7%	-12
52	-6	1.1	4%	-1
53	2	1.1	5%	7
54	4	1.1	8%	-10
55	1	1	3%	-20
56	2	1.1	9%	-13
57	-2	1.1	5%	13
58	·	1.1	3%	0
59	-1	1.9	6%	7

An excerpt; the hit share may differ from the screen's.
